ZTA counter – blocks Epstein-Barr virus ZTA, an EBNA-1 counter-screen | ZTA-DNA binding, fluorescence polarization | inhibition, % at 11 µM | P03206 | 320,000 tested, 0.15% active; in the data active = inhibition above about 33%
Target sequence (P03206 whole entry, looked up): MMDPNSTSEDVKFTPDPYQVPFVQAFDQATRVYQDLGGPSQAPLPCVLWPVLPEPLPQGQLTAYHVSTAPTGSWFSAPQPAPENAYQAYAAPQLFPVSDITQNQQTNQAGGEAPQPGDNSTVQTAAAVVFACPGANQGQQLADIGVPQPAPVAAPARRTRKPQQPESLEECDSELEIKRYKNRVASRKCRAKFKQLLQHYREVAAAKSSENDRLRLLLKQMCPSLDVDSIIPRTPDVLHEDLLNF
Efflux pump mplx – antifungal efflux pump inhibition, Nile Red retention; S. cerevisiae Candida pump triplex; inhibition, % at 10 µM; 330,000 tested, 0.44% active; AID 485275;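 active = plate passing quality check with inhibition over a set limit, or well fluorescence over plate mean plus 4 SD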;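 also: Nile Red retained in pooled yeast measured as flow cytometry median fluorescence; 0% = buffer negative control and 100% = Enniatin B positive control; higher means more Nile Red kept so more efflux inhibition; some compounds called inactive have numbers as strong as hits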
EBNA-1 inhibitor – blocks EBNA-1 binding to DNA | 300,000 tested, 0.34% active | inhibition, % at 14.8 µM | EBNA-1 DNA binding, fluorescence polarization | AID 1950; in the data active = inhibition above about 28%
core dimer inh – HCV core protein dimerization inhibition; TR-FRET GST/Flag-core106 dimerization, 1536-well; inhibition, % at 5 µM; 300,000 tested, 0.33% active;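 active = inhibition above the mean of all tested compounds plus 3 SD, set per screening campaign, cut at about 45% in these data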
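System – GST-tagged and Flag-tagged HCV core protein residues 1-106 · Repeats – one well for each compound · Technique – TR-FRET 671 and 617 nm emission · Doses – one concentration, 5 µM, in 0.5% DMSO · Times – 4 h, 22.5 °C incubation · Also added – Eu donor and XL665 acceptor anti-tag antibodies · Measure – percent inhibition of core106 dimerization signal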
TPT1 inhibitor – inhibitors of Candida albicans tRNA 2'-phosphotransferase TPT1 | inhibition, % at 5 µM | recombinant caTPT1, FP RNA substrate dephosphorylation | 300,000 tested, 0.81% active;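 active = inhibition above the mean of all tested compounds plus 3 SD, set per screening campaign, cut at about 24% in these data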;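 also: plate controls were DMSO alone for no effect and ferristatin control at 100 nM for full effect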
PREPL inhibitor – inhibits the human prolyl oligopeptidase-like enzyme. Q4J6C6. inhibition, % at 5.96 µM. recombinant PREPL, fluorescence polarization activity-based probe. 320,000 tested, 0.68% active; in the data active = inhibition above about 43%;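 also: 0% = enzyme with DMSO and 100% = wells lacking enzyme; many of its hits are not listed in these tables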
PP1 inh – counter-screen for PP5 inhibitors: inhibitors of human PP1-alpha. P62136. purified PP1alpha, OMFP fluorescence. AID 2235. inhibition, % at 6.7 µM. 320,000 tested, 0.9% active;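 active = inhibition above the mean inhibition of all tested compounds plus 3 SD, computed separately for each screening campaign, cut at about 15% in these data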
Target sequence (P62136 whole entry, looked up): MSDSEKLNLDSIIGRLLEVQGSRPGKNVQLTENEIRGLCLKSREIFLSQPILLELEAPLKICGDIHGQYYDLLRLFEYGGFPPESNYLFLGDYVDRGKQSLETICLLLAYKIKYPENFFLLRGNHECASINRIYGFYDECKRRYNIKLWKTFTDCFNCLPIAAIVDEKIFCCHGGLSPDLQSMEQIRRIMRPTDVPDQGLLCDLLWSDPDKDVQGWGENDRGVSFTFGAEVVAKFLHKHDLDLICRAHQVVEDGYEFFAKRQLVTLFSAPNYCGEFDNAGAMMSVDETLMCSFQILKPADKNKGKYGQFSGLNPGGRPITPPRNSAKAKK
CTSL1 counter – blocks F. hepatica cathepsin L1 in PFM18AAP counter-screen. recombinant F. hepatica cathepsin L1, Z-Leu-Arg-MCA fluorescence. inhibition, % at 5.96 µM. 300,000 tested, 0.49% active. AID 1906;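 active = inhibition above the mean of all tested compounds plus 3 SD, set per screening campaign, cut at about 17% in these data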;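 also: 0% = plate median of test compound wells and 100% = 1 µM Z-Phe-Ala-diazomethylketone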
PP5 inh – blocks human protein phosphatase 5 activity; P53041; purified PP5c, OMFP substrate fluorescence; inhibition, % at 6.7 µM; 320,000 tested, 0.18% active; AID 1987;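 active = inhibition above the campaign's mean inhibition across all tested compounds plus 3 SD, cut at about 9.5% in these data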;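 also: 0% = DMSO only and 100% = 100 µM cantharidin control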
* marks the source's active call; other numbers are inactive results; / = not tested or not shown. Only part of the results is shown; rates above refer to the full screens.

Start of the listing, in advance, 5 compounds:
SMILES	ZTA counter	Efflux pump mplx	EBNA-1 inhibitor	core dimer inh	TPT1 inhibitor	PREPL inhibitor	PP1 inh	CTSL1 counter	PP5 inh
CCOc1ccc(-c2nc3scc(-c4cccs4)c3c(=O)[nH]2)cc1	-8	-0.2	10	6	-1	3	-2	0	1.9
O=c1ccc2ccc(OCCOc3cccc(Cl)c3)cc2o1	10	1.3	4	6	0	-23	3	2	2.5
Cc1ccc2sc(N(CCCN(C)C)C(=O)CCS(=O)(=O)c3ccccc3)nc2c1C	-13	0.1	-4	-15	-3	-24	1	40*	0.2
Cc1cc(S(=O)(=O)N2CCN(c3ccccn3)CC2)c(C)cc1Cl	5	0.0	0	5	-2	-9	0	-2	-0.9
O=C(O)c1ccc2c(c1)[C@@H]1C=CC[C@@H]1[C@H](c1ccccn1)N2	80*	0.0	20	1	-2	14	8	2	-0.2

The listing (from the top)
SMILES	ZTA counter	Efflux pump mplx	EBNA-1 inhibitor	core dimer inh	TPT1 inhibitor	PREPL inhibitor	PP1 inh	CTSL1 counter	PP5 inh
CCOc1ccc(-c2nc3scc(-c4cccs4)c3c(=O)[nH]2)cc1	-8	-0.2	10	6	-1	3	-2	0	1.9
O=c1ccc2ccc(OCCOc3cccc(Cl)c3)cc2o1	10	1.3	4	6	0	-23	3	2	2.5
Cc1ccc2sc(N(CCCN(C)C)C(=O)CCS(=O)(=O)c3ccccc3)nc2c1C	-13	0.1	-4	-15	-3	-24	1	40*	0.2
Cc1cc(S(=O)(=O)N2CCN(c3ccccn3)CC2)c(C)cc1Cl	5	0.0	0	5	-2	-9	0	-2	-0.9
O=C(O)c1ccc2c(c1)[C@@H]1C=CC[C@@H]1[C@H](c1ccccn1)N2	80*	0.0	20	1	-2	14	8	2	-0.2
Cc1csc(SCC(=O)Nc2nnc(C)s2)n1	-16	0.0	-5	-12	-1	12	10	0	0.3
O=C(CCN=C1NS(=O)(=O)c2ccccc21)OCc1ccccc1	-4	-0.1	-9	-1	-2	12	8	3	-1.8
CCC(CC)C(=O)Nc1ccc(-c2cn3cccnc3n2)cc1	13	0.1	7	-6	1	1	-4	2	-2.4
Cc1nnc(SCCC(=O)Nc2nc(-c3ccccc3)ns2)s1	-3	-0.1	-5	-2	2	20	-6	-3	6.6
CC(C)C(=O)Nc1ccccc1C(=O)N/N=C/c1ccc([N+](=O)[O-])cc1	0	0.2	-11	6	-1	12	0	4	3.4
CCOC(=O)c1c(NC(=O)CSc2nnc(N)s2)sc(C)c1-c1ccc(C)cc1	11	0.6	-11	31	3	-7	3	0	4.9
Cc1[nH]n(-c2ccccc2)c(=S)c1C=Nc1ccc([N+](=O)[O-])cc1	6	0.5	-1	-6	-1	-1	-6	-1	3.6
O=C(NCN1CCN(c2ccccc2F)CC1)c1ccccc1	21	-0.1	6	-3	-2	6	-3	-3	-1.0
O=c1c2ccccc2nnn1CSc1nnc(-c2ccco2)o1	0	0.1	-9	3	0	1	-3	-5	1.0
Cc1cc(NS(=O)(=O)c2ccc(NC(=O)c3ccc(Cl)cc3[N+](=O)[O-])cc2)no1	10	-0.2	13	3	0	5	-4	1	-1.1
Cc1ccc2cc(C)c(N3CCC(C)CC3)nc2c1	-7	-0.1	-2	-2	1	-7	-4	-3	-0.8
CCOc1cc2[nH]c(=O)n(Cc3ccc(C(=O)NCCCN4CCCC4=O)cc3)c(=O)c2cc1OCC	-9	-0.2	-1	0	-3	-7	-4	-3	1.2
COc1ccc(-c2nnc(SCC(=O)NC3CCCc4ccccc43)n2N)cc1 (centres undefined)	-11	-0.4	4	-7	1	3	1	0	2.5
O=C(Nc1ccc(C(=O)N2CCCCC2)cc1)C1CCCCC1	3	-0.3	4	-4	1	-1	2	2	2.2
CCOC(=O)c1ccc(NC(=O)c2cc(S(=O)(=O)N3CCOCC3)cn2C)cc1	5	0.1	3	5	1	-8	1	1	0.1
COc1ccc(C2NC(=S)NC(C)=C2C(=O)Nc2ccccn2)cc1 (centres undefined)	12	0.0	-1	-4	2	-9	-2	0	4.1
COc1ccc(CNC(=O)C2(CC3CC(c4ccccc4)=NO3)CCN(C(=O)C3CCCC3)CC2)cc1 (centres undefined)	20	-0.1	5	7	-2	3	-4	-2	1.1
Cc1cccc(-n2ccc(=O)c(C(=O)Nc3ccc(S(=O)(=O)Nc4nccs4)cc3)n2)c1	-3	-0.1	-1	15	1	7	0	-1	-0.7
COCCN1CCN(Cc2nc(C3(c4ccc(C)cc4)CCCC3)no2)CC1	7	0.1	5	0	-2	-2	-4	0	-0.9

Molecules from the list above that have a thiophene ring, fused or not, in the order listed:
SMILES	ZTA counter	Efflux pump mplx	EBNA-1 inhibitor	core dimer inh	TPT1 inhibitor	PREPL inhibitor	PP1 inh	CTSL1 counter	PP5 inh
CCOc1ccc(-c2nc3scc(-c4cccs4)c3c(=O)[nH]2)cc1	-8	-0.2	10	6	-1	3	-2	0	1.9
CCOC(=O)c1c(NC(=O)CSc2nnc(N)s2)sc(C)c1-c1ccc(C)cc1	11	0.6	-11	31	3	-7	3	0	4.9

Looked up one by one from the entries so far, 3 records:
SMILES	ZTA counter	Efflux pump mplx	EBNA-1 inhibitor	core dimer inh	TPT1 inhibitor	PREPL inhibitor	PP1 inh	CTSL1 counter	PP5 inh
CCOC(=O)c1ccc(NC(=O)c2cc(S(=O)(=O)N3CCOCC3)cn2C)cc1	5	0.1	3	5	1	-8	1	1	0.1
Cc1cc(NS(=O)(=O)c2ccc(NC(=O)c3ccc(Cl)cc3[N+](=O)[O-])cc2)no1	10	-0.2	13	3	0	5	-4	1	-1.1
O=C(NCN1CCN(c2ccccc2F)CC1)c1ccccc1	21	-0.1	6	-3	-2	6	-3	-3	-1.0

Additional results follow.
SMILES	ZTA counter	Efflux pump mplx	EBNA-1 inhibitor	core dimer inh	TPT1 inhibitor	PREPL inhibitor	PP1 inh	CTSL1 counter	PP5 inh
CCOC(=O)Cc1csc(NC(=O)Nc2ccccc2)n1	-1	-0.1	-4	-6	-1	-4	-3	12	-3.3
O=C(NC1CCCN(c2ccc(C(F)(F)F)cn2)C1)c1cc(Cl)ccc1F (centres undefined)	9	0.1	9	7	2	-4	3	4	4.8
CCCN1C(=O)/C(=C/c2ccc(OCc3ccc(C(=O)O)cc3)c(OC)c2)NC1=S	5	-0.1	5	3	0	2	-2	3	-1.8
COc1cccc(C(=O)COC(=O)CCC(=O)NC2CCCCC2)c1	-12	-0.2	4	-13	-1	-2	0	-10	-0.3
CSc1ccccc1OCc1cc(C(=O)NCc2ccc(C)s2)no1	-3	0.0	14	4	-2	-1	1	-1	1.8
O=C1CCCN1CCCNCC(=O)N1c2ccccc2Sc2ccccc21	-13	0.1	-14	3	-5	5	7	-5	3.6
CN(C(=O)COC(=O)c1cc(S(=O)(=O)N(C)C)ccc1Cl)C1CCS(=O)(=O)C1 (centres undefined)	-4	-0.1	-1	-2	-4	-3	-3	-3	-0.6
O=C(CSc1nc(-c2ccccc2)cc(C(F)(F)F)n1)c1cccc([N+](=O)[O-])c1	6	0.1	2	4	1	2	0	3	-0.2
CC(C)c1ccc(N(CC(=O)O)S(=O)(=O)c2cccnc2)cc1	4	-0.3	-10	-2	-2	5	-15	5	0.5
COc1cccc(CN2CCN(Cc3ccc(O)c(OC)c3)CC2CCO)c1 (centres undefined)	-2	-0.2	-4	-8	-1	-1	0	1	-4.3
CCCC(=O)NC(Nc1ccc(S(=O)(=O)Nc2ncccn2)cc1)(C(=O)OCC)C(F)(F)F (centres undefined)	-3	0.3	-7	-8	-6	4	-3	-3	2.5
COc1ccc([C@H]2CC(=O)C=C(c3c(OC)cccc3OC)C2)cc1	1	0.5	/	/	/	14	-3	/	3.9
C=CCN1C(=O)C(CC(=O)Nc2ccc(OC)cc2)SC1=Nc1ccc(S(N)(=O)=O)cc1 (centres undefined)	-19	-0.2	1	-1	-5	2	0	0	5.6
CCOC(=O)[C@H]1[C@H]2COc3ccc(Cl)cc3[C@@H]2N2C(=O)c3cc(F)ccc3NC(=O)[C@@]12C	-17	/	-2	5	-2	2	2	-1	2.2
Cc1ccc(S(=O)(=O)N(C)Cc2ccc(-c3nnco3)cc2)cc1	5	0.0	3	2	1	0	0	-2	0.1
CCOC(=O)CN(C)C(=O)CCc1nnc(-c2ccsc2)o1	-1	0.1	-7	-2	-1	-6	0	-3	0.9
O=C(O)c1cnc(-c2ccccc2)nc1Sc1ccccc1	-25	-0.2	-8	2	-1	6	3	3	2.4
COC(=O)c1sccc1NC(=O)c1cc(OC)c(OC)c(OC)c1	-14	-0.1	1	-2	-1	11	1	3	2.2
Cc1ccc(Nc2cc(C)nc3ncnn23)cc1	-16	0.0	-8	-6	-2	17	-2	5	0.7
CC(=O)Nc1ccc(NC(=O)C(C)OC(=O)c2c(C)nn(-c3ccccc3)c2Cl)cc1 (centres undefined)	10	-0.2	/	/	/	1	-2	/	-1.0
CC1Cc2cc(/C(O)=C3/C(=O)C(=O)N(CCCn4ccnc4)C3c3ccc(F)cc3)ccc2O1 (centres undefined)	2	-0.1	8	-8	1	16	2	2	1.4
Fc1ccc(C(CCNCc2ccccn2)c2ccc(Cl)cc2)cc1 (centres undefined)	-3	-0.1	0	-12	-3	-2	7	2	1.1
Cc1ccc(C)c(N2CCN(C(=O)c3ccc(NC4=NC5CS(=O)(=O)CC5S4)cc3)CC2)c1 (centres undefined)	-3	0.0	-8	6	1	20	0	0	1.2
